# Screens deposited in PubChem BioAssay by The Scripps Research Institute Molecular Screening Center.
# PREPL inh – human PREPL enzyme inhibition; inhibition, % at 5.96 µM; 320,000 compounds, 0.68% hits; Q4J6C6; recombinant PREPL, fluorescence polarization activity-based probe; AID 2751; in the data active = inhibition above about 43%;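 also: 0% = enzyme with DMSO and 100% = wells lacking enzyme; many of its hits are not listed in these tables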
# Target sequence (Q4J6C6 whole entry, looked up): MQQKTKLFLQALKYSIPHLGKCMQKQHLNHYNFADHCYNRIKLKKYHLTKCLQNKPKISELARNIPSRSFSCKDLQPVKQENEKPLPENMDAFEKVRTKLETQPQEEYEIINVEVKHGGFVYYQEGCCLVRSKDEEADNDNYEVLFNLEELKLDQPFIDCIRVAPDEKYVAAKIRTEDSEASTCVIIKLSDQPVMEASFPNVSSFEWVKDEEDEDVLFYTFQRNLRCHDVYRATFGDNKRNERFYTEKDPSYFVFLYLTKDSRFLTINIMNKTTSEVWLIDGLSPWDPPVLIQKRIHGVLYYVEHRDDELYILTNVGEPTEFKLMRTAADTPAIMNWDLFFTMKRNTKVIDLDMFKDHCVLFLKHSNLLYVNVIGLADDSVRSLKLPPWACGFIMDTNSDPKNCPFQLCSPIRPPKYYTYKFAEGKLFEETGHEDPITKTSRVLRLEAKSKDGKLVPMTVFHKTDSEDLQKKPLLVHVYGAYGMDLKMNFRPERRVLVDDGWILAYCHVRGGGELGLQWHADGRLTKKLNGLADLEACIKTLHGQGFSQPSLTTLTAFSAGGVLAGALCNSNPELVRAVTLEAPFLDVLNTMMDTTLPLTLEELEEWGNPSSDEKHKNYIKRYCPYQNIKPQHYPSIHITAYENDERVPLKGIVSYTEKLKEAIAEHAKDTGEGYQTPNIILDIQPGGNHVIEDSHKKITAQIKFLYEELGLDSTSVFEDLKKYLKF
# EBNA-1 inh – blocks EBNA-1 binding to DNA. EBNA-1 DNA binding, fluorescence polarization. inhibition, % at 14.8 µM. 300,000 compounds, 0.34% hits. AID 1950; in the data active = inhibition above about 28%
# PAFAH1B3 FP inh – PAFAH1B3 (human) inhibition; Q15102; recombinant PAFAH1B3, FP-rhodamine probe, fluorescence polarization; inhibition, % at 3.39 µM; 340,000 compounds, 0.28% hits;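 active = inhibition above the screen-wide average of all tested compounds plus 3 SD, cut at about 25% in these data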;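 also: 0% = enzyme with DMSO only and 100% = wells lacking PAFAH1B3 protein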
# pPAFAH inh – inhibitors of human plasma PAF acetylhydrolase (pPAFAH). Q13093. recombinant pPAFAH, FP-rhodamine probe fluorescence polarization. inhibition, % at 3.39 µM. 330,000 compounds, 1.5% hits. AID 463082;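 active = inhibition above the mean inhibition across the screen plus 3 SD, cut at about 25% in these data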;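 also: inhibitors block binding of the rhodamine activity-based probe so polarization drops; 0% = enzyme with DMSO and 100% = wells lacking pPAFAH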
# LYPLA1 counter – blocks human lysophospholipase 1, a PME1 counter-screen; recombinant LYPLA1, FP-Rh probe fluorescence polarization; O75608; AID 2174; 320,000 compounds, 0.16% hits; inhibition, % at 5.9 µM;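 active = inhibition above the mean of all tested compounds plus 3 SD, set per campaign, cut at about 14% in these data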;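 also: inhibitors block serine hydrolase probe labeling of LYPLA1 so polarization falls; 0% = enzyme with DMSO and 100% = wells lacking LYPLA1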
# LYPLA2 inh – LYPLA2 (human) inhibition in PME1 counter-screen | recombinant LYPLA2, FP-Rh probe fluorescence polarization | inhibition, % at 5.9 µM | 320,000 compounds, 0.38% hits | AID 2177;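 active = inhibition above the screen-wide mean plus 3 SD, limit set per campaign, cut at about 26% in these data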;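 also: 0% = LYPLA2 with DMSO and 100% = wells lacking LYPLA2 enzyme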
# PAFAH1B2 FP inh – inhibitors of human PAFAH1B2; P68402; recombinant PAFAH1B2, FP-rhodamine activity probe, fluorescence polarization; inhibition, % at 3.39 µM; 340,000 compounds, 1.2% hits;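 active = inhibition above the mean of all tested compounds plus 3 SD, cut at about 24% in these data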;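 also: 0% = enzyme with DMSO and 100% = wells lacking PAFAH1B2; many of its hits are not listed in these tables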
# Target sequence (P68402 whole entry, looked up): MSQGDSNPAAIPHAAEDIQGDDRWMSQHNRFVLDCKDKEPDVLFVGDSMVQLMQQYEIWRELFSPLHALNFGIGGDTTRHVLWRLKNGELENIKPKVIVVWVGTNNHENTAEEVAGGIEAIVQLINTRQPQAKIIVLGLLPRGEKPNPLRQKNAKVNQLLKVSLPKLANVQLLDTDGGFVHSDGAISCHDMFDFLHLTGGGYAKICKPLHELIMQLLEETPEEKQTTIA
# PAFAH2 FP inh – PAFAH2 (human) inhibition; Q99487; AID 492956; recombinant PAFAH2, FP-rhodamine activity probe, fluorescence polarization; inhibition, % at 3.39 µM; 340,000 compounds, 0.99% hits;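 active = inhibition above the mean over all tested compounds plus 3 SD, cut at about 30% in these data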;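 also: inhibitors block probe labeling of enzyme so polarization drops; 0% = enzyme with DMSO and 100% = wells lacking PAFAH2 protein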
# ZTA counter – blocks Epstein-Barr virus ZTA, an EBNA-1 counter-screen; inhibition, % at 11 µM; P03206; 320,000 compounds, 0.15% hits; ZTA-DNA binding, fluorescence polarization; in the data active = inhibition above about 33%
# An asterisk follows results filed as active; . = no result given.
# Each structure is followed by: LYPLA1 counter	pPAFAH inh	PAFAH1B2 FP inh	EBNA-1 inh	LYPLA2 inh	PAFAH1B3 FP inh	PREPL inh	ZTA counter	PAFAH2 FP inh
1. CCCCn1c(N)c(N(CC)C(=O)c2ccco2)c(=O)[nH]c1=O
→ 0	-1	-1	.	1	4	6	-10	-8
2. CCOC(=O)C1CCN(C(=O)CNS(=O)(=O)c2ccc(Br)s2)CC1
→ -2	1	10	-5	8	1	16	-1	13
3. Cc1ncc(CN2CCC(C(=O)Nc3cccc(-c4cscn4)c3)CC2)cn1
→ 4	2	-3	-1	3	1	10	3	-2
4. CCCn1c2ccc(C)cc2c2n[nH]c(=S)nc21
→ 2	7	4	7	2	2	-1	-4	-7
5. Nc1nc(NCC(=O)O)nc(NCc2ccccc2)c1[N+](=O)[O-]
→ -1	4	28*	-1	6	10	-5	-4	-1
6. Cn1c(/C(C#N)=C/C2CC=CCC2)nc2ccccc21 (stereo unspecified)
→ 0	3	4	2	-1	3	3	0	3
7. CC(=O)Nc1ccc(C(=O)/C=C/c2ccc[nH]2)cc1
→ 2	9	5	-8	-4	3	-4	3	3
8. CSCC(C)N1CCC(N2CCC(C(=O)NCc3ccccn3)CC2)CC1 (stereo unspecified)
→ 0	-4	5	2	1	0	1	-2	0
9. CN1CCN(C(=O)CN(Cc2ccccc2)S(C)(=O)=O)CC1
→ -2	-6	2	2	-4	10	-5	-5	-5
10. COc1ccc(C(CCN(Cc2ccc(OC)c(OC)c2)C(=O)CCl)c2ccccc2)cc1 (stereo unspecified)
→ -3	8	-2	-8	15	12	7	-1	7
11. O=C(Nc1ccc(S(=O)(=O)Nc2nccs2)cc1)c1c(F)c(F)c(F)c(F)c1F
→ 1	2	-1	2	10	11	14	-15	-5
12. CCCCn1c(SCc2nc(N)nc(N3CCCCC3)n2)nc2c1c(=O)n(C)c(=O)n2C
→ -5	2	-4	4	-10	3	2	22	1
13. Cc1cc(C)c2c(N)c(C(=O)c3ccccc3)sc2n1
→ 0	7	.	4	3	.	-9	-16	.
14. CCC(=O)Nc1cc(Cl)ccc1C(=O)O
→ -6	-2	0	4	-3	-4	18	-10	0
15. Cc1nn(Cc2ccccc2)c(Cl)c1C(=O)OCc1nnc(-c2ccccc2)o1
→ 0	7	3	1	14	6	5	9	32*
16. COCCCNC(=O)/C=C/c1ccc(Cl)cc1
→ -1	2	0	10	6	0	12	-3	4
17. Cc1c(Cl)c([N+](=O)[O-])nn1CC(=O)NC12CC3CC(CC(C3)C1)C2
→ 0	-1	11	-5	5	-3	12	-21	-7
18. O=C(C1CCN(C2CCN(Cc3ccc4c(c3)CCO4)CC2)CC1)N1CCOCC1
→ 1	-1	0	6	10	-5	18	23	4
19. O=C(CN1c2cccc3cccc(c23)S1(=O)=O)Nc1ccc(F)c(F)c1F
→ .	7	2	.	.	4	8	.	2
20. O=C(Nc1cccc(S(=O)(=O)NC2=NCCC2)c1)c1ccc(F)cc1
→ .	0	5	.	.	-2	6	.	5
21. CCCCC1=CC2=C(c3ccco3)C(=O)C(C)(OC(=O)c3ccc(OC)cc3)C(=O)C2=CN1Cc1ccccc1 (stereo unspecified)
→ -2	4	-1	-9	-2	6	14	-16	4
22. COc1ccccc1N1CCN(C(=O)c2cc(-c3ccc(F)cc3)on2)CC1
→ -2	4	5	5	-1	3	4	9	14
23. Cc1ccc2c(c1)N(CC(=O)NC1CCCCC1C)C(=O)CO2 (stereo unspecified)
→ -8	-8	5	2	-1	2	14	-16	1
24. Cc1ccc(S(=O)(=O)c2nc(Nc3ccccc3N3CCOCC3)sc2Cl)cc1
→ -7	-1	4	6	-9	6	8	10	-4
25. COc1ccc(NC(=O)CSc2nnnn2C2CC3C=CC2C3)cc1 (stereo unspecified)
→ 2	1	0	11	1	1	1	0	6
26. CS(=O)(=O)c1ccc(C(=O)NCC2(N3CCOCC3)CCCCC2)cc1
→ .	6	3	.	.	12	1	.	-1
27. COc1cc(NC(=O)CCn2c(=O)[nH]c3ccsc3c2=O)cc(OC)c1
→ 3	7	4	-15	0	3	-3	-9	-6
28. COC(=O)c1ccc(C2C(Oc3ccccc3C)C(=O)N2CCc2ccc(OC)c(OC)c2)cc1 (stereo unspecified)
→ -1	6	4	4	3	4	-5	12	2
29. Cc1cc(C)c(C(=O)CN2C(=O)NC3(CCCCCC3)C2=O)cc1C
→ 0	1	7	-14	0	10	13	-5	7
30. CC1=C(C(=O)Nc2ccccc2C(=O)NCCCOC(C)C)SCCO1
→ -2	0	0	-1	-7	-3	-3	4	1
31. Cc1cc(=O)[nH]c(SCc2cc(=O)n3nc(C)sc3n2)n1
→ -1	1	6	7	0	3	9	-9	7
32. Cn1c(=O)c(C(=O)c2ccccc2)c(O)c2ccccc21
→ -4	-4	.	-10	-2	.	0	5	.
33. Fc1ccccc1CNCc1ccc2c(c1)OCO2
→ 2	0	5	20	-3	0	-9	7	3
34. COc1ccccc1/C=N/NC(=O)c1cccc(NC(=O)c2ccccc2Cl)c1
→ -13	1	-3	6	-13	-2	-12	19	4
35. CSCCC(NC(=O)COc1ccccc1)C(=O)N1CCN(c2ccccc2)CC1 (stereo unspecified)
→ -3	3	3	.	1	2	2	10	-4
36. CCCCC(=O)Nc1ccc(NC(=O)c2ccccc2OC)cn1
→ 1	3	0	-4	5	12	-13	-6	-1
37. Cc1ccccc1S(=O)(=O)Cc1ccc(C(=O)NC2CCC(C)CC2)o1 (stereo unspecified)
→ 0	9	12	-1	-5	9	-1	-1	-1
38. CCc1ccc2[nH]c(=O)c(CN(Cc3ccccc3OC)Cc3nnnn3Cc3ccco3)cc2c1
→ -10	19	8	-6	-19	1	2	11	-3
39. CC1CCN(S(=O)(=O)c2cc(C(=O)N3CCN(c4ncccn4)CC3)ccc2Br)CC1
→ 0	5	2	12	1	-2	-18	8	3
40. Cc1cccc(NC(=O)CSc2nnc(CNC(=O)c3ccc(S(=O)(=O)N(C)C)cc3)n2-c2cccc(C)c2)c1
→ -3	9	4	3	-4	6	-3	-3	-7
41. C=C(C)c1cccc(C(C)(C)NC(=O)NC(c2ccccc2)c2ccc(OC)cc2)c1 (stereo unspecified)
→ -6	0	2	-3	0	5	0	-16	2
42. COC(=O)CCCC1=CC2=CC(=O)C(C)(OC(=O)c3ccc(Cl)nc3)C(=O)C2=CO1 (stereo unspecified)
→ 1	36*	.	3	4	.	-1	5	.
43. Cc1cc(C)c(NC(=O)CNC(=O)Cc2sc(C)nc2-c2ccc(F)cc2)c(C)c1
→ -1	-1	5	-12	-1	-9	19	-15	4
44. CC1CCCCC12NC(=O)N(CC(=O)NCc1ccc3c(c1)OCO3)C2=O (stereo unspecified)
→ 4	-2	4	7	6	11	-2	-5	-5
45. CC(C)c1ccc(N(CC(=O)NCc2cccnc2)S(=O)(=O)c2ccccc2)cc1
→ -4	3	6	-19	-1	8	-38	2	-4
46. CC(=O)N/C(=C\c1ccccc1)C(=O)NCc1ccc2c(c1)OCO2
→ -3	2	5	-6	2	1	10	-28	6
47. NC(=O)c1ccc(NC(=O)Cc2ccc(S(=O)(=O)N3CCCCC3)cc2)cc1
→ -2	-5	0	.	-2	-5	2	-15	9
48. COC(=O)c1cc(S(=O)(=O)NCCc2ccc(Cl)cc2)c[nH]1
→ -2	11	26*	4	-10	2	-28	-4	3
49. Cc1ccc(NC(=O)CN(C)C(=O)c2cccc(S(=O)(=O)NCc3cccs3)c2)cc1
→ 2	6	9	.	8	2	13	-20	0
50. COc1nc(-c2cccs2)cc(-c2ccc(C)cc2)c1C#N
→ 3	1	6	-11	10	6	4	-4	-12
51. O=C(Nc1ccc(F)cc1)N1CCN(c2nc3ccccc3s2)CC1
→ -4	-3	1	-8	5	8	23	-2	1
52. O=C(NC1CCS(=O)(=O)C1)N1CCCCC1 (stereo unspecified)
→ -2	-3	7	-10	-1	3	8	-3	1
53. CC(NC(=O)CN1C(=O)NC2(CCc3ccccc32)C1=O)c1ccc2c(c1)OCCO2 (stereo unspecified)
→ 1	-2	1	.	3	1	10	-5	-4
54. O=C(Cn1cc([N+](=O)[O-])cn1)N1CCc2ccccc21
→ -2	1	1	-8	4	0	15	10	-1
55. CC1(C)CC(=O)c2cnc3nc4ccccc4n3c2C1
→ 1	2	-5	9	-6	3	0	10	0
56. O=c1cc(O)n(-c2ccc(F)cc2)c(=S)[nH]1
→ -4	-5	5	-13	-3	2	-2	-12	-1
57. Cc1cc(/C=c2/sc3nc4ccccc4n3c2=O)c(C)n1-c1ccccn1
→ 0	6	2	7	-1	15	12	7	-5
58. Clc1ccc2oc(-c3ccccc3)nc2c1
→ -1	4	6	6	-2	4	12	-21	12
59. COc1cc2ccccc2cc1C(=O)N1CCCC1
→ -4	3	2	-4	-2	2	13	-7	3
60. O=C(NCC1COc2ccccc2O1)c1cccc(S(=O)(=O)NCc2ccccc2)c1 (stereo unspecified)
→ 1	7	21	-7	1	2	-9	-5	2

# Six compounds picked at random from the list so far, as already listed:
# Each structure is followed by: LYPLA1 counter	pPAFAH inh	PAFAH1B2 FP inh	EBNA-1 inh	LYPLA2 inh	PAFAH1B3 FP inh	PREPL inh	ZTA counter	PAFAH2 FP inh
39. CC1CCN(S(=O)(=O)c2cc(C(=O)N3CCN(c4ncccn4)CC3)ccc2Br)CC1
→ 0	5	2	12	1	-2	-18	8	3
35. CSCCC(NC(=O)COc1ccccc1)C(=O)N1CCN(c2ccccc2)CC1 (stereo unspecified)
→ -3	3	3	.	1	2	2	10	-4
41. C=C(C)c1cccc(C(C)(C)NC(=O)NC(c2ccccc2)c2ccc(OC)cc2)c1 (stereo unspecified)
→ -6	0	2	-3	0	5	0	-16	2
34. COc1ccccc1/C=N/NC(=O)c1cccc(NC(=O)c2ccccc2Cl)c1
→ -13	1	-3	6	-13	-2	-12	19	4
57. Cc1cc(/C=c2/sc3nc4ccccc4n3c2=O)c(C)n1-c1ccccn1
→ 0	6	2	7	-1	15	12	7	-5
50. COc1nc(-c2cccs2)cc(-c2ccc(C)cc2)c1C#N
→ 3	1	6	-11	10	6	4	-4	-12

# Following part:
# Each structure is followed by: LYPLA1 counter	pPAFAH inh	PAFAH1B2 FP inh	EBNA-1 inh	LYPLA2 inh	PAFAH1B3 FP inh	PREPL inh	ZTA counter	PAFAH2 FP inh
61. CC1CCCC(NC(=O)CC2Nc3ccccc3NC2=O)C1C (stereo unspecified)
→ 8	1	7	-1	9	6	4	-9	4
62. O=C(Nc1ccc(N2CCCCC2)cc1)c1ccc(F)cc1
→ 0	6	-29	0	-5	10	5	10	-5
63. CCc1nc2ccc(C(=O)N3CCN(CC)CC3)cc2nc1CC
→ 0	-1	18	-2	1	28*	-6	10	28
64. COc1ccccc1N/C=C(\C#N)c1nc2ccccc2[nH]1
→ -6	-6	7	9	-7	3	24	3	0
65. NC(=O)CC(NC(=O)c1ccccc1)c1ccc(NC2CCCCC2)c([N+](=O)[O-])c1 (stereo unspecified)
→ -3	2	-2	-1	1	1	5	6	1
66. O=C(NCc1ccco1)c1cc2ccc(O)cc2oc1=O
→ -4	11	4	-1	1	8	23	-11	13
67. Cc1ccc(S(=O)(=O)N2CCN(C(=O)CSc3ncn[nH]3)CC2)c(C)c1
→ 2	0	-6	-6	-3	2	6	-4	5
68. COc1ccc(C(=O)c2cnc(C(C)C)n2C)cc1
→ 4	1	1	0	8	3	-2	-1	-4
69. CC(C)(C)NC(=O)C(c1ccncc1)N(Cc1ccco1)C(=O)c1ccc(-c2ccccc2)[nH]1 (stereo unspecified)
→ -2	2	3	-10	-3	0	11	-3	4

# The list is partial, so the mix of outcomes need not match the whole.
